tim10-1 inh: growth inhibitors of tim10-1 mutant yeast, primary screen, luminescence, uHTS; S. cerevisiae tim10-1 ts strain growth, BacTiter-Glo, 24 h; inhibition, % at 20 µM; 2.2% of 330,000 active; AID 463190, 2010;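 active = inhibition of at least 40%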;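 note: mutant grown at 25 °C; 0% = DMSO wells with yeast and 100% = wells holding no yeast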
hIAP block: human IAP inhibitors, primary screen, biochemical, luminescence, uHTS. purified IAP, CDP-Star luminescence, 30 min. 0.12% of 330,000 active. inhibition, % at 10 µM. AID 2544, 2010;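 active = inhibition reaching a set limit with compound at 10 µM in the primary screen, cut at about 35% in these data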;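 note: plate controls were DMSO wells with enzyme for no effect and no-enzyme buffer wells for full effect; values of inactives mirror those of a sister screen read the other way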
Target sequence (P09923 whole entry, looked up): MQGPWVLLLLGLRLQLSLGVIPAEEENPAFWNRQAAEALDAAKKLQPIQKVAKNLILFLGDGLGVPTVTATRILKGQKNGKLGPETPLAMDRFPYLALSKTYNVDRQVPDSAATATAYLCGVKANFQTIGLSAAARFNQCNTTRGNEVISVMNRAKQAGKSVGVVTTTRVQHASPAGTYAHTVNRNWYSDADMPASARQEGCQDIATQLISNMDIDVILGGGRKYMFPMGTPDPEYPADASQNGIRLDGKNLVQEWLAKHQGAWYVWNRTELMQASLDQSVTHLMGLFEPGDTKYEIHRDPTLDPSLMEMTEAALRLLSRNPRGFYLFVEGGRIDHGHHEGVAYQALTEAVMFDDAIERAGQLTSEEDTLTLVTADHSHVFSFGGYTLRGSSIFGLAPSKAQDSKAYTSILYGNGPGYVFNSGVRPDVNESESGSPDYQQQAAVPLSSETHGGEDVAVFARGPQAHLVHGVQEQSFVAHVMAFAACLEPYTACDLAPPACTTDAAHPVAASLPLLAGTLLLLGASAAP
APOBEC3G inh: APOBEC3G DNA deaminase inhibitors, primary screen, biochemical, fluorescence, single-stranded DNA substrate, uHTS; recombinant A3G, ssDNA deamination FAM/TAMRA fluorescence; inhibition, % at 20 µM; 0.28% of 330,000 active; AID 493012, 2011;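 active = inhibition of at least 40% at 20 µM, with no more than 30% in the related APOBEC3A deaminase screen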;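 note: plate controls were DMSO wells with A3G for no effect and wells lacking A3G enzyme for full effect; some compounds called inactive have numbers as strong as hits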
Target sequence (Q9HC16 whole entry, looked up): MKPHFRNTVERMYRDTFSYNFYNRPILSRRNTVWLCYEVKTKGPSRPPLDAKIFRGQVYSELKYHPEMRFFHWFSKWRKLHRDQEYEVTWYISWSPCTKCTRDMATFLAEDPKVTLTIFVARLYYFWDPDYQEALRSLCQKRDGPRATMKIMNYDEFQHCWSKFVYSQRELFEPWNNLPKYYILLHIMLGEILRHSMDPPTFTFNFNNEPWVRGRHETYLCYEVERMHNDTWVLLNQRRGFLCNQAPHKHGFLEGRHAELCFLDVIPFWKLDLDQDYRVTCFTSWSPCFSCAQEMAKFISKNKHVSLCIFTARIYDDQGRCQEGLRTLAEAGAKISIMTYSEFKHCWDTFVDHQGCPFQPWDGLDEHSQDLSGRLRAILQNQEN
TIM10 inh: growth inhibitors of isogenic TIM10 control yeast, primary screen, counter-screen for tim10-1 yeast inhibitor project, luminescence, uHTS. AID 463195, 2010. 1.4% of 330,000 active. S. cerevisiae TIM10 strain growth, BacTiter-Glo luminescence, 24 h. inhibition, % at 10 µM;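 active = inhibition of 40% or more at the single tested concentration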;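 note: wild-type TIM10 isogenic control strain grown at permissive 25 °C; 0% = DMSO yeast wells and 100% = minimal medium wells without yeast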
NLRP3 yeast inh: NALP3 inflammasome inhibitors in reconstituted yeast, primary screen, luminescence, uHTS; Yeast reconstituted NLRP3/ASC/caspase-1, beta-gal luminescence, 24 h; inhibition, % at 10 µM; 0.39% of 330,000 active; AID 2825, 2010;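 active = inhibition of 50% or more; inactive = inhibition below 50%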;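 note: plate controls were induced DMSO wells for no effect and uninduced yeast grown without galactose for full effect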
APOBEC3A inh: APOBEC3A ssDNA deaminase inhibitors, primary screen, selectivity assay for APOBEC3G inhibitor project, biochemical, FAM/TAMRA oligo cleavage fluorescence; DNA dC->dU-editing enzyme APOBEC-3A (Homo sapiens), P31941; recombinant A3A, FAM/TAMRA ssDNA deamination fluorescence; inhibition, % at 20 µM; 0.41% of 330,000 active; AID 493011, 2011;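 active = at least 40% inhibition at 20 µM here, with at most 30% in a related deaminase screen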;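 note: plate controls were A3A with DMSO for no effect and wells lacking A3A enzyme for full effect; some results filed as inactive read as strong as hits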
Target sequence (P31941 whole entry, looked up): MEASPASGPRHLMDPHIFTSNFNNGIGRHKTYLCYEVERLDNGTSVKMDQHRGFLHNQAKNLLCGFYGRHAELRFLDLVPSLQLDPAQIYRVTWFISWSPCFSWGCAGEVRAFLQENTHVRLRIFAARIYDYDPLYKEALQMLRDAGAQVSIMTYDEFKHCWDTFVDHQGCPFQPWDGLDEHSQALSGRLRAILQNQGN
mIAP block: inhibitors of mouse IAP, primary screen, biochemical, luminescence, uHTS; AID 2806, 2010; inhibition, % at 10 µM; purified mouse IAP, CDP-Star luminescence, 30 min; intestinal alkaline phosphatase [Mus musculus]; 0.2% of 330,000 active;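 active = inhibition of at least 40% at 10 µM in the primary screen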;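 note: plate controls were DMSO with enzyme for no effect and no enzyme wells for full effect; values of inactives mirror those of a sister screen read the other way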
mIAP act: activators of mouse IAP, primary screen, biochemical, luminescence, uHTS | muIAP, CDP-Star luminescence, 30 min; hits give high values; 1 = vehicle-only enzyme signal, 0 = enzyme-free wells | activation factor at 10 µM | 0.24% of 330,000 active | AID 2805, 2010;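 active = activation factor of at least 2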; note: the source names both 10 and 20 µM as test concentration; values of inactives mirror those of a sister screen read the other way
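System: mouse IAP enzyme. Reagent: CDP-Star chemiluminescent phosphatase substrate. Benchmarks: DMSO wells, no-enzyme wells. Times: 30 min enzyme-substrate-compound incubation at room temperature. Detection: luminescence from enzymatic CDP-Star hydrolysis. Doses: test compounds delivered from DMSO solution.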
beta cell repl: inducers of MIN6 beta-cell proliferation, primary screen, ATP luminescence, uHTS; proliferation, % at 10 µM; MIN6 cells proliferation, ATPlite luminescence, 48 h; cells starved in 0.2% serum; 100% = growth in 10% serum; 0.29% of 330,000 active; AID 2380, 2010;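 active = compounds whose signal lies at least 3.5 SD above the mean of all wells on their plate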;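 note: 0% = DMSO-treated cells in low-serum medium and 100% = 10% serum control; some compounds called inactive have numbers as strong as hits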
An asterisk follows results filed as active.

| smiles | TIM10 inh | APOBEC3A inh | mIAP act | mIAP block | beta cell repl | hIAP block | APOBEC3G inh | NLRP3 yeast inh | tim10-1 inh |
| --- | --- | --- | --- | --- | --- | --- | --- | --- | --- |
| COc1cc(C(=O)Nc2cccc(NC(=O)c3cccs3)c2)cc(OC)c1OC | 0 | -2 | 1.1 | -8 | 1 | -8 | -4 | 2 | 8 |
| O=C(Oc1c(Br)cc(C(=S)N2CCOCC2)cc1Br)c1ccc(Cl)cc1 | 35 | 2 | 0.78 | 22 | -7 | 12 | 62* | 13 | 31 |
| Cc1ccc(C(C)C)c(OCC(=O)N/N=C/C2CCCCC2)c1 | -1 | 6 | 1 | 0 | -5 | -1 | 16 | 24 | -22 |
| O=C(CNCc1ccco1)Nc1ccc(Oc2ccccc2)cc1 | 7 | 0 | 1 | -3 | 2 | -5 | -6 | 48 | -1 |
| CCOC(=O)C1CCN(C(=O)COC(=O)c2ccc([N+](=O)[O-])o2)CC1 | 2 | -2 | 0.94 | 6 | -3 | 6 | -6 | 10 | 17 |
| CCOC(=O)c1cnc2cc(Cl)c(OC)cc2c1NCC1CCCO1 (stereo not given) | 8 | -1 | 0.99 | 1 | 3 | 7 | -2 | 36 | 27 |
| CC(=O)c1cccc(CN2CCCC(C(=O)c3ccc4c(c3)OCO4)C2)c1 (stereo not given) | -5 | -1 | 0.97 | 3 | 4 | -10 | -2 | 12 | 3 |
| COC(=O)/C=C/C(=O)Nc1ccc(O)c(Cl)c1 | 1 | 2 | 0.94 | 6 | 0 | 17 | 6 | 12 | 15 |
| Cn1c(SC(C(=O)Nc2ccc(F)cc2)c2ccccc2)nc2ccccc21 (stereo not given) | 46* | -4 | 1 | -1 | -6 | 3 | -6 | -4 | 32 |
| CNS(=O)(=O)c1cccc(C(=O)NNC(=O)c2ccc(COc3ccccc3)cc2)c1 | 11 | -2 | 0.88 | 12 | -1 | -26 | -8 | 9 | 6 |
| COc1ccc(C)cc1NC(=O)CCC(=O)Nc1nnc(C(F)(F)F)s1 | -3 | -4 | 1 | -2 | -3 | 3 | -5 | -15 | 25 |
| COc1ccc(NC(=O)Cn2c(=O)oc3cc(S(=O)(=O)N4CCCC4)ccc32)cc1 | 8 | -3 | 0.98 | 2 | 3 | 24 | -4 | 7 | 5 |
| CN(C)/C=C/C(=O)c1ccccc1OCc1cnc(Cl)s1 | -8 | -5 | 0.85 | 15 | 1 | 5 | -9 | 13 | -3 |
| CC(C)(C)OC(=O)NCCCC1=CC2=CC(=O)C(C)(OC(=O)c3ccc(Cl)nc3)C(=O)C2=CO1 (stereo not given) | 4 | 2 | 1 | 0 | -2 | -22 | 10 | 23 | -4 |
| CCc1ccccc1NC(=S)Nn1cnnc1 | -1 | -1 | 1 | -2 | -5 | -18 | 0 | 12 | -1 |
| CCCC1C2C(=O)N(c3ccc(OC)cc3)C(=O)C2ON1c1ccccc1 (stereo not given) | 20 | -1 | 0.93 | 7 | -2 | 5 | -3 | -1 | 19 |
| CCN1CCN(Cc2ccc(NC(=O)c3cc(NC(=O)c4cc(-c5ccc(OC)cc5)n[nH]4)cc(OC)c3)cc2C(F)(F)F)CC1 | 5 | -1 | 1.1 | -6 | -8 | -8 | -2 | 15 | 8 |
| Cn1c(SCC(=O)N2CCCc3ccccc32)nc2cccnc21 | 13 | -2 | 1 | -5 | -1 | -4 | -6 | 13 | 7 |
| CCN(CC)S(=O)(=O)c1ccc(N2CCOCC2)c(NC(=O)C2=COCCO2)c1 | -2 | 0 | 1.1 | -9 | -1 | -39 | -8 | -4 | -1 |
| Cc1ccc(NC(=O)Cn2c(=O)n(CCCC(=O)NCc3ccco3)c(=O)c3ccccc32)cc1 | -7 | 0 | 0.97 | 3 | 1 | 7 | -7 | 8 | -13 |
| Nc1nc(SCc2cccc(Br)c2)n[nH]1 | 3 | -3 | 0.87 | 13 | -1 | -12 | -11 | 15 | -6 |
| O=C(O)c1ccc(CNCc2ccc(Cl)cc2Cl)cc1 | -1 | -6 | 1 | -3 | -1 | -9 | -5 | 13 | -23 |
| CCCCNC(=O)c1ccc(Cn2c(=S)[nH]c3c([nH]c4ccc(OC)cc43)c2=O)cc1 | -9 | -3 | 0.98 | 2 | 0 | 4 | -9 | 15 | 16 |
| CCNc1nc(NC(C)C)nc(Oc2ccc(OCc3ccccc3)nn2)n1 | 9 | -5 | 1 | 0 | 2 | 7 | -9 | -7 | 11 |
| CCN(CC(=O)NCc1ccc(F)cc1)C(=O)/C=C/c1ccco1 | -5 | -1 | 0.93 | 7 | 4 | -1 | -6 | 9 | 9 |
| COc1ccc(C(=O)CSc2nc(-c3ccccn3)nc(C)c2Cl)cc1 | 37 | -3 | 0.88 | 12 | 2 | 14 | -8 | 18 | 31 |
| O=C(CS(=O)(=O)Cc1ccccc1)Nc1ccccn1 | 14 | -2 | 0.93 | 7 | 0 | 6 | -1 | 4 | 5 |
| CCN(C[C@H]1N[C@@](CC)(C(=O)OC)[C@H]2C(=O)N(Cc3ccccc3)C(=O)[C@@H]12)C(=O)Nc1ccc(Cl)cc1 | -2 | -6 | 0.98 | 2 | -3 | 2 | -6 | 6 | 3 |
| CCCCC[C@@H]1C=C(C(=O)O)[C@H](c2ccc3c(c2)OCO3)N1S(=O)(=O)c1ccc(C)cc1 | 7 | 0 | 0.89 | 12 | -1 | 2 | -4 | 14 | 4 |
| Cc1ccc(NS(=O)(=O)c2ccc(NC(=O)CN(c3cc([N+](=O)[O-])ccc3C)S(C)(=O)=O)cc2)c(C)c1 | 1 | -2 | 0.89 | 11 | 0 | 26 | -4 | 6 | 12 |

Next part
| smiles | TIM10 inh | APOBEC3A inh | mIAP act | mIAP block | beta cell repl | hIAP block | APOBEC3G inh | NLRP3 yeast inh | tim10-1 inh |
| --- | --- | --- | --- | --- | --- | --- | --- | --- | --- |
| CCc1cccc2c(C(=S)N3CCOCC3)c[nH]c12 | 8 | -5 | 0.96 | 4 | 2 | -6 | -7 | 7 | 19 |
| Cc1ccccc1N1C(=O)C(Oc2ccc(Cl)cc2)C1CNCC1CCCO1 (stereo not given) | 21 | -3 | 0.89 | 11 | 2 | 4 | -7 | 19 | 24 |
| Cc1ccccc1OCC(=O)Nc1c2c(nn1C(C)(C)C)CS(=O)(=O)C2 | -2 | -3 | 1.1 | -9 | 0 | 7 | -12 | 3 | 7 |
| CCN(CC)S(=O)(=O)c1cc(C(=O)NCCN2CCOCC2)ccc1Cl | 8 | 1 | 1 | -3 | 3 | 16 | -6 | 4 | 7 |
| c1ccc(CCNc2nc(-c3ccncc3)cs2)cc1 | 13 | 4 | 1 | 0 | -2 | 6 | -4 | 12 | 27 |
| COc1cc(C=O)ccc1OS(=O)(=O)c1ccccc1[N+](=O)[O-] | 16 | -1 | 0.95 | 5 | -2 | 1 | -2 | 4 | 24 |
| CC(C)(C)c1ccc(C(=O)NNc2cc(N3CCCCC3)nc(N3CCCCC3)n2)cc1 | 23 | 1 | 0.97 | 3 | -6 | 26 | 2 | 36 | 40* |
| CC(C)Sc1cc(N2CCCC2)nc(-c2ccccc2)n1 | 10 | 2 | 0.99 | 1 | -5 | -30 | 2 | 16 | 7 |
| COc1ccc(CN2C(=O)C(CC(C)C)Nc3ncnc(N4CCN(c5ccccc5)CC4)c32)cc1 (stereo not given) | 26 | 0 | 1 | -4 | -8 | -10 | -1 | 4 | 43* |
| O=C(COC(=O)c1ccc([N+](=O)[O-])o1)Nc1nc2ccccc2s1 | -43 | 13 | 0.95 | 5 | 0 | -5 | -7 | 15 | -12 |
| Cc1cc(/C=N/NC(=O)C(=O)NCc2ccccn2)c(C)n1-c1ccccc1 | 13 | 0 | 0.78 | 22 | 0 | -73 | -3 | -2 | 6 |
| Cc1c(C(c2ccc(N(C)C)cc2)c2c(C)n(C)n(-c3ccccc3)c2=O)c(=O)n(-c2ccccc2)n1C | 25 | 0 | 0.95 | 5 | -1 | 21 | -3 | 5 | 25 |
| COc1ccc(CCN2Cc3c(N)cccc3C2=O)cc1OC | 6 | 0 | 1 | 0 | 0 | -6 | -8 | 9 | 1 |
| O=C(Nc1ccc2c(c1)CCCN2C(=O)c1cccs1)c1cccc(F)c1 | -2 | -3 | 1.1 | -7 | -6 | 7 | -6 | 15 | 6 |
| CCCCN(C)Cc1c(O)ccc2c(=O)c(-c3ccccc3OC)coc12 | 6 | -2 | 1 | -1 | -3 | -16 | -7 | 7 | -2 |
| CCCc1cc(=O)[nH]c(SCC(=O)Nc2sc3c(c2C(N)=O)CCCC3)n1 | 8 | -4 | 0.94 | 6 | 0 | 2 | -4 | 9 | 21 |
| S=c1[nH]nc(-c2ccccn2)n1/N=C/c1cccs1 | -11 | -2 | 0.94 | 6 | 0 | -4 | -12 | -4 | 16 |
| Cc1ccc(CNC(=O)c2ccc(N3CCC4(CC3)CC(c3ccccc3)=NO4)c(N)c2)cc1 | 7 | 1 | 1.1 | -12 | 1 | 12 | -4 | 4 | 0 |
| COc1ccc(S(=O)(=O)N(C)C[C@H]2Oc3c(NC(=O)Nc4c(C)noc4C)cccc3C(=O)N([C@H](C)CO)C[C@@H]2C)cc1 | 2 | -1 | 0.98 | 2 | -6 | -8 | 1 | 0 | -7 |
| COc1cc(OC)cc(C(=O)N[C@H](C(=O)OCC(=O)Nc2ccc3c(c2)OCO3)C(C)C)c1 | 0 | -1 | 1.2 | -15 | 0 | -4 | -1 | 12 | -24 |
| CC(NC(=O)CSc1nc2ccccc2n1CCC#N)c1ccc(F)cc1 (stereo not given) | -3 | 0 | 1 | -3 | -2 | -11 | 0 | 4 | 7 |
| Cc1cc(-n2c(SCC(=O)Nc3ccc(Br)cc3)nc3n[nH]c(C)c3c2=N)ccc1Cl | -9 | -3 | 1 | 0 | -4 | -55 | 10 | 6 | 9 |
| CN1c2ccccc2C(=O)NC1c1ccc(Cl)cc1 (stereo not given) | -16 | -7 | 1.1 | -6 | -3 | 5 | -15 | 21 | 2 |
| COc1ccc(S(=O)(=O)N2CCCc3ccccc32)cc1OC | 12 | 3 | 1 | -2 | -3 | -14 | 10 | 9 | 13 |
| Cc1ccc2nc(SCC(=O)Nc3ccc4c(c3)OCCO4)[nH]c2c1 | 10 | -3 | 0.93 | 7 | 0 | 5 | -5 | 9 | -7 |
| COc1cc(/C=N/NC(=O)CNC(=O)/C=C/c2ccco2)cc(OC)c1OC | -16 | -4 | 0.97 | 3 | 2 | 12 | -14 | 2 | 5 |
| Cc1ccc(S(=O)(=O)N(C)C(C)CCc2ccco2)cc1 (stereo not given) | 11 | -4 | 0.98 | 2 | -1 | 13 | -3 | 30 | 19 |
| Cc1n[nH]c(=O)c2c(NC(=O)CSc3nn(-c4ccc(F)cc4)c(=S)s3)oc(C)c12 | 1 | 3 | 0.79 | 21 | -4 | -10 | 0 | -3 | 6 |
| COc1ccccc1CCC(=O)Nc1nc2ccccc2[nH]1 | 10 | -4 | 0.97 | 3 | -2 | -17 | -5 | 0 | 37 |
| Cn1c(COc2ccccc2)nnc1SCCC(=O)Nc1ccccc1 | -3 | 0 | 1.1 | -9 | -3 | 2 | 8 | 22 | 14 |
